# From PubChem BioAssay
# M18AAP inhibitor: blocks P. falciparum M18 aspartyl aminopeptidase. recombinant PfM18AAP, H-Glu-NHMec fluorogenic cleavage. inhibition, % at 7.35 µM. 1.2% of 290,000 active. AID 1822;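 active = inhibition above the campaign mean inhibition over all tested compounds plus 3 SD, cut at about 28% in these data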;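 note: 0% = plate median of test compound wells and 100% = 2 mM ZnCl2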
# FID counter: displaces DNA intercalator in HCV helicase counter-screen | DNA fluorescent intercalator displacement, fluorescence | inhibition, % at 7.9 µM | 0.17% of 290,000 active | AID 1845; in the data active = inhibition above about 37%;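 note: 0% = vehicle and 100% = reference compound; higher means more ethidium bromide displaced from hairpin DNA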
# UBC9 SUMO inh: blocks human SUMOylation mediated by UBC9. P63279. HTRF SUMOylation assay, SAE1/SAE2 + UBC9, in vitro. inhibition, % at 35 µM. 0.36% of 290,000 active. AID 2006; in the data active = inhibition above about 50%, passing the limit was not always enough; note: strong numbers were not always called active
# Target sequence (P63279 whole entry, looked up): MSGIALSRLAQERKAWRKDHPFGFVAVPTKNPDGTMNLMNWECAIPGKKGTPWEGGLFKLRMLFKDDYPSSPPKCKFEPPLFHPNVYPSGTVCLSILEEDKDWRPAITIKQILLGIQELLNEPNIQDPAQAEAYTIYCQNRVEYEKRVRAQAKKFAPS
# MEKK2 WT-MEK5: raises or lowers MEK5 binding to wildtype human MEKK2 PB1 domain | Q9Y2U5 | AID 1531 | 1.1% of 290,000 active | binding response (% of control), % at 10 µM | bead flow cytometry, Alexa488-MEK5 binding to MEKK2 WT; actives lie on both sides; in the data active = binding response below about 67% or above about 130%
# IMP-1 inh: inhibitors of Pseudomonas aeruginosa IMP-1 metallo-beta-lactamase; purified IMP-1, nitrocefin hydrolysis, epi-absorbance fluorescence; inhibition, % at 5.6 µM; 0.45% of 290,000 active; AID 1556;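 active = inhibition above the mean plus 3 SD of all compounds in the same screening run, cut at about 4.5% in these data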;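 note: 0% = IMP-1 with DMSO and 100% = DMSO wells lacking enzyme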
#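 assay system = purified recombinant IMP-1 metallo-beta-lactamase enzyme | schedule = 15 min preincubation plus 25 min reaction at 25 °C | signal = Epi-absorbance fluorescence, 480 nm excitation, 530 nm emission | read-out basis = percent inhibition from optical density relative to buffer-blank wells | controls = IMP-1 with DMSO as 0%, enzyme-free DMSO as 100%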
# VIM-2 inh: blocks Pseudomonas aeruginosa VIM-2 metallo-beta-lactamase. purified VIM-2, nitrocefin hydrolysis, epi-absorbance fluorescence. inhibition, % at 5.6 µM. 0.89% of 290,000 active;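 active = inhibition above the mean of all tested compounds plus 3 SD, cutoff set per screening run, cut at about 7.5% in these data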;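 note: red hydrolysis product quenches plate fluorescence so inhibitors raise well fluorescence; 0% = enzyme with DMSO and 100% = DMSO without enzyme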
# NS3 helicase inh: blocks Hepatitis C virus NS3 helicase unwinding; inhibition, % at 10.9 µM; NS3 helicase DNA unwinding, Cy5 molecular beacon fluorescence; AID 1800; 0.56% of 290,000 active;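 active = inhibition above the mean of all tested compounds plus 3 SD, set per campaign, cut at about 35% in these data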;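 note: 0% = DMSO wells and 100% = thioflavine S control wells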
#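 Assay system – hepatitis C virus NS3 helicase domain fragment enzyme · Buffer or medium – MOPS pH 6.5, MgCl2, DTT, Tween20, BSA · Reagent – Cy5/quencher beacon DNA duplex and ATP to start · Compound – single 10.9 µM dose · Timing – 1 h at 25 °C · Technique – Cy5 beacon fluorescence read at start and 1 h · Measure – % inhibition of unwinding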
# MEKK2 mut-MEK5: signal of MEK5 binding to mutant human MEKK2 PB1 domain; bead flow cytometry, Alexa488-MEK5 binding to MEKK2 mutant; percent response, % at 10 µM; 0.35% of 290,000 active; AID 1530; in the data active = percent response above about 24%, passing the limit was not always enough; note: inactives centre near 1; some results filed as inactive read as strong as hits
# NALP1 inh: inhibitors of NALP1 inflammasome in yeast; AID 2071; inhibition, % at 10 µM; S. cerevisiae NALP1/ASC/caspase-1 growth, X-gal OD620, 72 h; 0.61% of 280,000 active; in the data active = inhibition mostly above about 24%, no sharp cut-off; inactive = mostly below about 32%; note: some compounds called inactive have numbers as strong as hits
# Active calls of the source: *; nt = no result given.
# Letters – A = M18AAP inhibitor; B = FID counter; C = UBC9 SUMO inh; D = MEKK2 WT-MEK5; E = IMP-1 inh; F = VIM-2 inh; G = NS3 helicase inh; H = MEKK2 mut-MEK5; I = NALP1 inh
CCCCCC(=O)Nc1ccc2ccccc2c1
  A: -1.2; B: -8.4; C: 7.5; D: 106.0; E: -4.6; F: -1.8; G: -5.3; H: -1.0; I: 41.7
Cc1cc(OCC(=O)NCc2ccncc2)c2c(C)cc(=O)oc2c1
  A: 1.8; B: -7.7; C: 26.3; D: 101.0; E: -2.4; F: 3.2; G: 0.4; H: 5.0; I: 1.0
O=C(O)c1ccc(F)c(S(=O)(=O)Nc2ccccc2Cl)c1
  A: 4.4; B: 3.1; C: 2.9; D: 86.0; E: -2.1; F: -1.3; G: 0.4; H: -8.0; I: -2.4
COc1ccc(C(=O)N(CC2CCCO2)C(C(=O)NC2CCCC2)c2ccc(Cl)cc2)cc1OC (stereo not drawn)
  A: 1.1; B: -35.2; C: -2.8; D: 99.0; E: -1.5; F: -4.0; G: -1.2; H: 1.0; I: 33.7
Cc1ccc(C)c(Cn2nc(-c3ccccc3)ccc2=O)c1
  A: -3.7; B: -28.8; C: -3.9; D: 106.0; E: -0.1; F: -0.3; G: -13.2; H: 2.0; I: 21.1
O=C(Nc1nnc(C2CC2)s1)c1cc(S(=O)(=O)N2CCN(c3ccccc3)CC2)ccc1Cl
  A: -1.6; B: -5.0; C: -0.9; D: 88.0; E: -2.4; F: -2.6; G: 1.9; H: 0.0; I: -6.1
CC(=O)c1c(C)[nH]c(C(=O)N2CCCC(C)C2)c1C (stereo not drawn)
  A: 4.4; B: -9.5; C: 0.7; D: 107.0; E: -3.6; F: -3.7; G: 5.3; H: 6.0; I: 6.3
O=C(NCCCN1CCOCC1)c1ccccc1-c1ccccc1
  A: -9.9; B: -1.1; C: 12.9; D: 108.0; E: -4.4; F: -1.5; G: 7.5; H: 5.0; I: 11.7
COc1ccccc1N1C(=O)CSC1=NC(=O)c1ccccc1
  A: -19.1; B: -14.2; C: 24.4; D: 98.0; E: -0.6; F: 0.4; G: 1.7; H: -3.0; I: 18.5
Cc1csc(C(C#N)C(=O)c2cc3ccccc3o2)n1 (stereo not drawn)
  A: 3.9; B: 1.1; C: -27.5; D: 95.0; E: -0.8; F: -2.3; G: 7.0; H: -3.0; I: 1.0
O=C(OCc1nnc(-c2ccccc2)o1)c1cc(=O)c2ccccc2o1
  A: -2.3; B: -2.5; C: 4.8; D: 104.0; E: -2.8; F: -2.8; G: -1.0; H: 5.0; I: 0.2
CCCCN1C(=O)CCC(C(=O)O)C1c1ccc([N+](=O)[O-])cc1 (stereo not drawn)
  A: -3.6; B: -8.2; C: 13.7; D: 104.0; E: -2.7; F: -2.7; G: -10.3; H: 9.0; I: 8.7
COc1ccc(NC(=O)c2cc(N3C(=O)C4C5CCC(C5)C4C3=O)ccc2Cl)c(OC)c1 (stereo not drawn)
  A: 11.2; B: -23.3; C: 8.6; D: 93.0; E: -2.5; F: 0.2; G: 1.4; H: -1.0; I: 17.2
COc1nnc(-c2ccc(N3CCOCC3)c(NC(=O)C3CCCCC3)c2)c2ccccc12
  A: -7.8; B: -6.2; C: 8.2; D: 102.0; E: -1.3; F: 1.6; G: 1.7; H: 6.0; I: 7.2
Cc1cc(C)n(C(=O)c2ccc(S(=O)(=O)N3CCCC3)cc2)n1
  A: -6.5; B: -0.6; C: 16.1; D: 108.0; E: 0.1; F: -1.2; G: -3.5; H: 3.0; I: 2.1
COc1cccc(CNc2ncc(C(=O)Nc3cc(OC)c(OC)c(OC)c3)c(C)n2)c1
  A: -5.8; B: -35.2; C: 9.2; D: 110.0; E: -1.6; F: -1.1; G: -25.0; H: 5.0; I: 8.8
COc1ccc(/C=N/NC(=O)CNC(=O)c2ccc(S(=O)(=O)N3CCCC3)cc2)c(OC)c1
  A: -8.9; B: -16.4; C: 12.7; D: 98.0; E: -1.3; F: -2.5; G: -1.2; H: 5.0; I: -18.5
COc1ccc(/C=N/NC(=S)NCCc2ccccc2)cc1
  A: -2.2; B: -23.1; C: 2.5; D: 103.0; E: -1.7; F: -2.5; G: -23.7; H: 1.0; I: 4.6
CCCn1c(SCCc2ccccc2)nc2c1c(=O)[nH]c(=O)n2C
  A: -3.4; B: -14.1; C: 9.1; D: 103.0; E: -1.2; F: -0.3; G: -8.8; H: 11.0; I: -17.3
COc1ccc(C(=O)NNC(=O)C2(C)CC2(Br)Br)cc1 (stereo not drawn)
  A: 7.8; B: -14.4; C: 18.8; D: 97.0; E: -4.2; F: -1.2; G: 2.1; H: 0.0; I: 3.5
Cc1ccc(C(=O)N2CCN(c3ccc(NC(=O)CSc4ccc(Cl)cc4)cc3)CC2)cc1
  A: -2.3; B: 2.3; C: 2.8; D: 101.0; E: -2.6; F: -3.8; G: -3.3; H: -2.0; I: 20.4
O=C(CNCCC1=CCCCC1)Nc1ccccc1N1CCCCC1
  A: -6.6; B: -19.5; C: -4.8; D: 114.0; E: -2.9; F: -3.1; G: -9.4; H: 2.0; I: -30.9
N#Cc1c(/N=C/c2cc3ccccc3s2)sc2c1CCC2
  A: 3.8; B: 3.5; C: 20.7; D: 94.0; E: -5.7; F: -4.5; G: -8.4; H: 2.0; I: -56.9
CCC(C(=O)NCc1ccccc1OC)c1ccccc1 (stereo not drawn)
  A: 1.2; B: -10.2; C: -11.6; D: 99.0; E: -4.8; F: -0.5; G: -1.3; H: 0.0; I: 2.4
CC(=O)NC1=NN(C(C)=O)C(c2ccccn2)S1 (stereo not drawn)
  A: 1.3; B: 0.2; C: 8.2; D: 103.0; E: -1.7; F: -1.3; G: -10.6; H: 5.0; I: 6.6
CCOc1ncccc1C(=O)OCC(=O)c1ccc(Cl)s1
  A: 2.5; B: -9.5; C: 10.1; D: 109.0; E: -3.0; F: -1.3; G: -2.4; H: 4.0; I: nt
Cc1onc(-c2ccccc2)c1C(=O)N/N=C(\N)COc1ccc(Cl)cc1
  A: 3.6; B: -5.9; C: 25.5; D: 96.0; E: -1.9; F: -5.5; G: 3.4; H: -7.0; I: 24.6
O=C(C[n+]1cc(Br)cc(Br)c1)c1ccc(Cl)cc1
  A: 1.5; B: 4.7; C: 6.8; D: 98.0; E: -3.7; F: -3.8; G: 21.0; H: 11.0; I: 2.9
Cc1ccc(OCCN2C(=O)OC(C)(C)C2(C)O)cc1 (stereo not drawn)
  A: -3.2; B: -4.2; C: -18.5; D: 104.0; E: -2.9; F: -3.3; G: -1.6; H: 0.0; I: 13.1
CCCNC(=O)c1noc2c1CCc1ccccc1-2
  A: 14.9; B: -8.0; C: 7.1; D: 109.0; E: -0.5; F: 3.6; G: 2.3; H: 5.0; I: 5.0
CN(C)C(=O)COC(=O)c1ccccc1Nc1ccc(SC(F)F)cc1
  A: 10.2; B: -21.0; C: -12.2; D: 105.0; E: -2.5; F: -1.3; G: -16.4; H: 8.0; I: 34.6
COc1ccc(Nc2nnc(-c3ccc(C)cc3)c3ccccc23)cc1C(=O)N1CCCCC1
  A: -3.6; B: -23.5; C: 17.8; D: 90.0; E: -1.0; F: -0.2; G: -7.8; H: -4.0; I: 35.5
CC(C)CN(CCCNC(=O)CN1C(=O)COc2ccc(S(=O)(=O)N3CCC(C)CC3)cc21)CC(C)C
  A: -2.9; B: -4.8; C: 0.1; D: 106.0; E: -2.6; F: 0.0; G: 4.7; H: 3.0; I: 8.6
Fc1cccc(Cl)c1CNCCCSc1ncccn1
  A: -4.1; B: 0.0; C: -9.8; D: 107.0; E: 0.3; F: 0.9; G: -5.2; H: 10.0; I: 27.2
CCCCn1nc(-c2ccccc2)c2nc3ccccc3nc21
  A: 4.0; B: 2.6; C: 34.8; D: 85.0; E: 0.3; F: -2.6; G: 10.7; H: -10.0; I: 11.0
CC(NC(=O)C1CCCN(S(=O)(=O)c2ccc(-n3cnnn3)cc2)C1)c1ccc(F)cc1 (stereo not drawn)
  A: -17.5; B: -10.3; C: 15.2; D: 108.0; E: -1.0; F: 1.2; G: -4.3; H: 2.0; I: 2.9
CC1CC(=O)NN=C1c1ccc(N(C)C)c([N+](=O)[O-])c1 (stereo not drawn)
  A: 2.2; B: -0.1; C: 5.7; D: 100.0; E: -2.6; F: -4.6; G: -3.6; H: 3.0; I: 29.6
Cc1ccc(OCC(O)Cn2c(=N)n(CCN3CCCCC3)c3ccccc32)cc1 (stereo not drawn)
  A: -1.0; B: 31.9; C: 15.6; D: 145.0*; E: 0.4; F: -1.6; G: -47.9; H: 4.0; I: 7.7
Cc1cc(=O)[nH]c(SCc2ccc(Cl)cc2Cl)n1
  A: -1.4; B: -17.7; C: 19.3; D: 103.0; E: -1.4; F: -2.4; G: 6.4; H: 1.0; I: 13.8
Cc1cc(N2C(=O)CC(Cc3ccccc3)C2=O)no1 (stereo not drawn)
  A: 0.9; B: 2.2; C: 16.8; D: 104.0; E: 0.6; F: 1.6; G: 10.8; H: 4.0; I: 5.9

# Four entries from above, sorted by their value in UBC9 SUMO inh, smallest number first.
Structure,UBC9 SUMO inh
CC1CC(=O)NN=C1c1ccc(N(C)C)c([N+](=O)[O-])c1 (stereo not drawn),5.7
CC(NC(=O)C1CCCN(S(=O)(=O)c2ccc(-n3cnnn3)cc2)C1)c1ccc(F)cc1 (stereo not drawn),15.2
Cc1ccc(OCC(O)Cn2c(=N)n(CCN3CCCCC3)c3ccccc32)cc1 (stereo not drawn),15.6
COc1ccc(Nc2nnc(-c3ccc(C)cc3)c3ccccc23)cc1C(=O)N1CCCCC1,17.8

# (list continues)
# Letters – A = M18AAP inhibitor; B = FID counter; C = UBC9 SUMO inh; D = MEKK2 WT-MEK5; E = IMP-1 inh; F = VIM-2 inh; G = NS3 helicase inh; H = MEKK2 mut-MEK5; I = NALP1 inh
c1ccc2c(c1)ncn2-c1ccc(-c2ccnc3ncnn23)cc1
  A: 1.8; B: -7.8; C: 5.3; D: 95.0; E: -3.4; F: 30.3*; G: -10.6; H: -2.0; I: 19.6
Cc1ccc(C2=NN(C(=O)CCCC(=O)O)C(c3ccco3)C2)cc1 (stereo not drawn)
  A: -9.7; B: -21.9; C: 13.6; D: 85.0; E: -1.1; F: 2.1; G: 7.1; H: 2.0; I: 6.6
CC(C)Oc1ccc(/C(O)=C2/C(=O)C(=O)N(CCCn3ccnc3)C2c2cccnc2)cc1 (stereo not drawn)
  A: 0.8; B: 1.1; C: 5.9; D: 98.0; E: -2.6; F: 0.6; G: -3.3; H: 4.0; I: 11.0
CCCOC(=O)CCCCC1SCC(NC(=O)OC)C1NC(=O)OC (stereo not drawn)
  A: -14.2; B: -15.1; C: 17.5; D: 82.0; E: -3.2; F: -3.6; G: -0.9; H: -12.0; I: -5.1
CCOc1ccccc1NC(=O)CCc1c(C)nn(-c2ccc(N3CCCCC3)nn2)c1C
  A: -8.3; B: -42.1; C: 7.9; D: 99.0; E: -1.6; F: -2.9; G: -52.5; H: 7.0; I: -8.8
